Screening data as filed in PubChem BioAssay.
DAT uptake mod – changed hDAT dopamine uptake under cocaine IC80, either direction, primary screen, cocaine antagonist project, cell-based, LLC-PK1 hDAT, [14C]-dopamine uptake, MLSMR | 110,000 compounds, 1.3% hits | AID 449768, 2010 | LLC-PK1 hDAT cells, [14C]-dopamine uptake with cocaine IC80; actives deviate in either direction | Sodium-dependent dopamine transporter (Homo sapiens), Q01959 | B-score at 10 µM;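 active = Z score or B-score, a plate-position-corrected score, falls beyond the plate's 99.7% confidence bounds, in either direction; inactive = both scores lie inside the 99.7% bounds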;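 also: scored against the spread of the other compound wells on the same plate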
LYP act – LYP phosphatase activators, primary screen, biochemical, DiFMUP fluorescence, 2 µM; 96,000 compounds, 0.11% hits; Tyrosine-protein phosphatase non-receptor type 22 (Homo sapiens), Q9Y2R2; recombinant LYP; 0 = plate median, 100 = signal doubled; activation, % at 2 µM;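 active = activation at 2 µM above a set limit, the mean plus 5 SD, cut at about 37% in these data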
Target sequence (Q9Y2R2 whole entry, looked up): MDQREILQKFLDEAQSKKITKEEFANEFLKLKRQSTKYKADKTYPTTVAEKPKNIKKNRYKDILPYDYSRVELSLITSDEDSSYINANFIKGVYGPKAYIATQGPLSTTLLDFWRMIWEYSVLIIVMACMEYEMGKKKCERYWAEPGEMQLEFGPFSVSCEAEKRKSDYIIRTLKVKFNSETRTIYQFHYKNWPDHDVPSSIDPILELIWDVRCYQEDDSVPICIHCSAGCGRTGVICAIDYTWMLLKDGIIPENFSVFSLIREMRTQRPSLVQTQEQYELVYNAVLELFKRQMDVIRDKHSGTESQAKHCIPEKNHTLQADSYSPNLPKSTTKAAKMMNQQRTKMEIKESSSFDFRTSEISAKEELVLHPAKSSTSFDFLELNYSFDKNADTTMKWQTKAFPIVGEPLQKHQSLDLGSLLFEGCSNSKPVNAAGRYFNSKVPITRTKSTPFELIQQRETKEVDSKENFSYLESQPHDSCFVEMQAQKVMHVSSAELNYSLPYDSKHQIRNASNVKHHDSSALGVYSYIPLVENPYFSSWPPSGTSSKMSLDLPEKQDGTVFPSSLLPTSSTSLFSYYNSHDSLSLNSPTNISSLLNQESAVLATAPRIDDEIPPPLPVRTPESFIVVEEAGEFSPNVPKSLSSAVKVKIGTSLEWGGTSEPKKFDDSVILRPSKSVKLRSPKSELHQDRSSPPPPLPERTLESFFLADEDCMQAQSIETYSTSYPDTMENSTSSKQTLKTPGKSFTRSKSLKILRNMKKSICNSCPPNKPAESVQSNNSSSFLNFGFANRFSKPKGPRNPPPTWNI
PTK2B oligo ant – antagonists of Pyk2 self-association, primary screen, Q293 cells, FERM NanoBiT luminescence, HTS. Protein-tyrosine kinase 2-beta (Homo sapiens), Q14289. active compounds read low. z-score (the deposit names both 25 µM and 10 µM). 99,000 compounds, 0.83% hits;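 active = Z-score of -3 or lower, scaled per plate to the spread of control and sample wells; inactive = z-score above -3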;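 also: negative z-score means lost luminescence so less FERM oligomerization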
CYP2C9 inhib – blockers of cytochrome P450 2C9 activity – biochemical, luminescence, ADME assay, primary screen. 96,000 compounds, 20% hits. inhibition, % at 5 µM. CYP2C9 Supersomes, luciferin-H conversion. P11712. AID 777, 2007;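 active = blocking of liver enzyme CYP2C9 beyond about 50% at 5 µM, limit read from the data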; also: values of inactives mirror those of a sister screen read the other way
E coli WT exp – growth inhibitors of wild-type E. coli, primary screen, strain BW25113, expanded library, OD600 | OD600 absorbance | 98,000 compounds, 0.15% hits | growth inhibition, % at 100 µM;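 active = growth inhibition above about 50% at one test dose, limit read from the data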;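 also: growth measured after 20 h incubation at 37 °C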
PTPN22 inh 2 – PTPN22 phosphatase inhibitors, primary screen, biochemical, DiFMUP fluorescence, 2 µM | Tyrosine-protein phosphatase non-receptor type 22 (Homo sapiens), Q9Y2R2 | recombinant LYP catalytic domain | inhibition, % at 2 µM | 96,000 compounds, 0.21% hits | AID 640, 2007;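 active = inhibition at 2 µM at or above a set limit, the screen mean plus 3 SD, cut at about 24% in these data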;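 also: 0% = DMSO with enzyme and 100% = enzyme fully blocked by orthovanadate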
PostGolgi ctrl – growth inhibition of yeast control strain, primary screen, counter-screen for post-Golgi transport modulator project | efflux-deficient yeast background strain, growth absorbance A615, 16 h | inhibition, % at 10 µM | 98,000 compounds, 5% hits
CYP2C9 activ – human CYP2C9 activators, primary screen, biochemical, luminescence; recombinant CYP2C9, luciferin-H conversion; active compounds read high; factor 1 = untreated enzyme, 0 = blocked; activation factor at 5 µM; 96,000 compounds, 1.4% hits; AID 1024, 2008;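 active = activation factor of 2 or more for CYP2C9 at a 5 µM dose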;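 also: 0 = sulfaphenazole-blocked wells and 1 = vehicle-only wells; values of inactives mirror those of a sister screen read the other way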
PostGolgi yeast – phenotypic screen on post-Golgi transport, primary screen; post-Golgi transport phenotypic cell assay; inhibition, % at 10 µM; 98,000 compounds, 0.9% hits; AID 739, 2007;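 also: yeast cells grown in 1536-well plates; yeast grown about 18 h at 30C before absorbance read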
Starred values were filed as active, the others as inactive; x = not tested or not shown. Rule as the data show it, unless noted: active = inhibition above about 30%; inactive = the rest.

SMILES	DAT uptake mod	LYP act	PTK2B oligo ant	CYP2C9 inhib	E coli WT exp	PTPN22 inh 2	PostGolgi ctrl	CYP2C9 activ	PostGolgi yeast
COc1ccc(C(=O)c2c(C(F)(F)F)oc3c2C(=O)c2ccccc2C3=O)cc1OC	-0.57	-5	-2.4	43	-7	6	27	0.6	37*
CCOC(=O)Cn1c(-c2cccnc2Cl)nc2cc(C)c(C)cc21	0.25	-6	-0.84	6	-3	10	10	0.9	4
CCOC(=O)c1cnc2c(OC)cccc2c1N1CCN(c2ccc(OC)cc2)CC1	0.9	22	-0.95	73*	-8	-27	20	0.3	-7
CCN(CC)S(=O)(=O)c1cccc(C(=O)Nc2ccccc2C(=O)N2CCOCC2)c1	-0.036	x	0.53	42	4	x	-6	0.6	2
COC(=O)C1=C(N)Oc2cc(C)n(CC3CCCO3)c(=O)c2C1c1ccc(Cl)c(Cl)c1 (centres undefined)	1.5	0	-1.9	81*	-4	1	14	0.2	0
COc1ccc(Cc2nnnn2CC(=O)O)cc1	-0.15	2	0.43	-12	7	-4	6	1.1	-2
CCOC(=O)N1CCC(NC(=O)c2ccc(CS(=O)(=O)c3ccccc3C)o2)CC1	0.33	14	x	77*	2	-17	5	0.2	-3
COC(=O)c1[nH]c2cccc(OC)c2c1NC(=O)C(C)N1CCC(C)CC1 (centres undefined)	0.035	-5	x	-125	-4	6	3	2.3*	14
O=C1/C(=C/c2ccc(N3CCOCC3)o2)SC(=Nc2ccccc2)N1CCc1c[nH]c2ccccc12	-0.15	-4	-0.14	63*	-13	8	24	0.4	4
CCOC(=O)c1c(-c2cccs2)csc1NC(=O)C(C)(C)C	-0.89	20	-0.8	43	4	-17	2	0.6	1
COc1ccc(CNc2oc(COc3ccccc3)nc2C#N)cc1	x	-7	0.28	66*	-4	6	14	0.3	-4
CCOC(=O)CSc1ncc(-c2cccc(Cl)c2)cn1	-0.34	2	0.09	14	2	2	8	0.9	0
COc1ccc2cc3cc(C(=O)NCCN4CCN(Cc5ccccc5)CC4)oc3nc2c1	0.99	2	0.34	24	0	-4	16	0.8	11
CCN(C(=O)c1ccc2c(OC)n(CC)nc2c1)c1ccc(OC)cc1	-0.2	-10	x	6	-3	12	8	0.9	-5
O=C(Nc1cccc(S(=O)(=O)N2CCOCC2)c1)c1cc2c(s1)CCC2	0.022	5	-1.5	97*	-5	-3	11	0	3
N#C/C(C(=O)NCc1ccccc1)=C1\SC(CCO)C(=O)N1c1ccccc1 (centres undefined)	-0.42	-2	0.12	x	-3	1	11	x	9
Cc1ccc2c(c1)C1CCCC3C1N2CC(=O)N3Cc1ccccc1 (centres undefined)	-1	-14	x	100*	-3	15	3	0	-1
O=C(c1csc2ccccc12)N1CCN(c2ccccn2)CC1	0.5	2	-0.18	-15	0	-1	1	1.2	1
CCCCn1c(SCC(=O)NCC2CCCO2)nc2ccc(N3CCOCC3)cc2c1=O (centres undefined)	-1.1	x	-0.75	74*	4	x	8	0.3	3
Cc1n[nH]c(=O)n1-c1ccc(Oc2ccccc2)cc1	1.1	1	-0.49	1	8	3	20	1	-19
CSc1ccc(C#N)cc1NC(=O)c1cccc(Cl)c1	-0.4	-4	-0.67	18	-8	6	16	0.8	6
COc1ccc(Cc2nnc3n2N=C(c2cc4ccccc4o2)CS3)cc1OC	1.1	-5	-0.82	x	x	4	x	x	x
Cc1cc(=O)oc(C)c1C(=O)OCC(=O)c1ccc(Br)cc1	-0.4	0	-0.08	x	x	0	x	x	x
COc1ccc(-c2cc(C(F)(F)F)nc(N3CCOCC3)n2)cc1	-0.076	-7	-0.09	-4	0	11	19	1	-3
O=C(c1ccc(CS(=O)(=O)c2ccc(Br)cc2)o1)N1CCCCCC1	1.3	1	x	-29	5	-3	14	1.3	6
CCOc1cc(-n2ncc(C#N)c2N)nc(SC)n1	-1.5	0	2.3	x	x	2	x	x	x
COc1ccc(/C=N/c2oc(-c3ccccc3)cc2C#N)cc1	-0.044	5	0.24	24	-4	-1	8	0.8	5
Brc1ccc(-c2nnc3ccc(N4CCN(c5ccccc5)CC4)nn23)cc1	-0.057	-12	1.1	25	-13	12	5	0.8	5
CCC(C)NC(=O)Cc1cn(C)c2ccccc12 (centres undefined)	-0.65	4	0.54	-19	1	-3	-2	1.2	7
COc1ccc(C2C/C(=N\O)C(C)(C)O2)cc1 (centres undefined)	0.29	0	0.37	4	-10	-3	-2	1	6
Cc1ccc(CNC(=O)c2ccccc2NS(C)(=O)=O)cc1	-0.52	16	0.26	54*	3	-19	18	0.5	-8
O=C(Cc1cccc2ccccc12)Nc1ccc2oc(-c3ccccc3)nc2c1	-7.4*	-1	-0.86	20	-10	0	-2	0.8	-9
CCOC(=O)c1sc(SCC(=O)Nc2ccc(N(C)C)cc2)nc1N	-0.42	0	-0.62	57*	4	-1	-7	0.4	1
CCOc1ccccc1OCC(=O)NN1Cc2ccccc2C1=N	-0.026	3	1.1	-26	4	-6	5	1.3	-4
CCCCN(CC)CCCNC(=O)Cn1nc(Cc2ccncc2)c2ccccc2c1=O	0.66	x	-0.13	34	1	x	4	0.7	15
Cc1ccc(Nc2nc(N)nc(CN3CCN(c4ccccc4)CC3)n2)cc1Cl	1.4	-1	-0.59	60*	-1	1	30*	0.4	16
CC1=NN(/C(=N\c2nnc(C)s2)Nc2ccc(C)cc2)[C@H](c2ccc(C)cc2)S1	0.62	5	-2.2	x	x	-7	x	x	x
O=S(=O)(NCc1ccccc1)c1cccs1	-1.5	-6	-0.23	7	6	7	10	0.9	-9
O=C(CN1C(=O)NC2(CCCC2)C1=O)Nc1ccccc1F	-0.045	-4	-0.24	-126	4	5	-11	2.3*	25
Cc1ccccc1OCCC(=O)Nc1c(C)n(C)n(-c2ccccc2)c1=O	-0.034	0	-0.62	x	1	-2	9	x	0

Among those listed so far, two have a CF3 group.
SMILES	DAT uptake mod	LYP act	PTK2B oligo ant	CYP2C9 inhib	E coli WT exp	PTPN22 inh 2	PostGolgi ctrl	CYP2C9 activ	PostGolgi yeast
COc1ccc(C(=O)c2c(C(F)(F)F)oc3c2C(=O)c2ccccc2C3=O)cc1OC	-0.57	-5	-2.4	43	-7	6	27	0.6	37*
COc1ccc(-c2cc(C(F)(F)F)nc(N3CCOCC3)n2)cc1	-0.076	-7	-0.09	-4	0	11	19	1	-3

(continued)
SMILES	DAT uptake mod	LYP act	PTK2B oligo ant	CYP2C9 inhib	E coli WT exp	PTPN22 inh 2	PostGolgi ctrl	CYP2C9 activ	PostGolgi yeast
CCCC1=Nc2cc(C(=O)NCCCOCC)ccc2Sc2ccccc21	-1.6	-7	-0.41	44	-1	4	21	0.6	0
O=[N+]([O-])c1ccc(N(c2ccccc2)c2ccccc2)cc1	-0.86	-2	-0.2	51*	-3	1	2	0.5	3
COc1ccc2cc3c(N)nn(C(=O)Cc4ccccc4OC)c3nc2c1	0.87	6	x	75*	-16	-6	0	0.3	-4
COCCNC(=O)C(c1ccc(C)o1)N(C(=O)c1snc(C(N)=O)c1N)c1ccc(C)c(C)c1 (centres undefined)	1.9	-11	-0.97	-7	11	8	-3	1.1	-4
COc1cc2c(cc1OC)-c1nnc(C)n1C1(CCCC1)C2	-0.54	-2	x	10	0	1	8	0.9	-4
Nn1c(SCc2nc3ccccn3c2Br)nnc1-c1cccnc1	0.34	-3	-0.66	-153	-3	6	17	2.5*	-12
COc1ccc(NC(=O)CSc2nc(C)cc(C)n2)cc1	0.61	-14	1.8	-3	6	14	3	1	11
O=C(CCCC(=O)N(CC(=O)NC1CCCCC1)Cc1ccc2c(c1)OCO2)Nc1ccccn1	0.74	7	1.8	64*	-8	-7	27	0.4	1
CCOC(=O)CNC(=O)Cn1c(C)cc2ccccc2c1=O	0.5	4	0.23	-5	4	-6	-4	1	-2
CCOC(=O)C1CCCN(Cc2c(F)cccc2Cl)C1 (centres undefined)	-0.42	22	-0.2	7	10	-22	2	0.9	2

Just LYP act, for some of the entries so far:
SMILES	LYP act
O=C(Cc1cccc2ccccc12)Nc1ccc2oc(-c3ccccc3)nc2c1	-1
CCOC(=O)c1sc(SCC(=O)Nc2ccc(N(C)C)cc2)nc1N	0
CCOc1ccccc1OCC(=O)NN1Cc2ccccc2C1=N	3

(continued)
SMILES	DAT uptake mod	LYP act	PTK2B oligo ant	CYP2C9 inhib	E coli WT exp	PTPN22 inh 2	PostGolgi ctrl	CYP2C9 activ	PostGolgi yeast
Cc1cc(C(=O)COc2ncnc3sccc23)c(C)n1C1CC1	-0.033	10	-0.16	6	0	-12	8	0.9	-6
O=C(c1ccco1)N1CCN(C(=O)C2CCN(S(=O)(=O)c3cccs3)CC2)CC1	-0.092	4	0.02	-3	0	-8	27	1	11
CC(C)N(Cc1nnc(-c2ccccc2Cl)o1)C(=O)c1cccc(C#N)c1	x	-1	x	22	x	-2	x	0.8	x
CCCCN(CCCC)C(=O)/C=C/c1cccc([N+](=O)[O-])c1	-0.0081	3	0.4	60*	-1	3	9	0.4	-5
O=C(CSc1nnc(-c2ccccc2)n1Cc1ccccc1)NC1CC1	0.33	4	-0.37	36	1	-9	-1	0.6	-7
COc1ccc(C2(O)CC3CCC(C2)N3c2cc(C)nc(-c3ccccc3)n2)cc1 (centres undefined)	-0.0026	2	-2	93*	2	-4	9	0.1	8
Cc1ccc(/C=C(/C#N)c2nc(CCN3C(=O)c4ccccc4C3=O)cs2)cc1	0.81	-1	-3.2*	51*	-3	4	16	0.5	0
N=c1oc2ccc3ccccc3c2cc1-c1nnc2n1CCCCC2	3.4*	-1	-0.05	-115	7	-2	20	2.1*	1
CSCC[C@H](NC(=O)OC(C)(C)C)c1nnc(SCC(=O)N(C)C)o1	0.0047	-4	-0.82	-8	-3	7	12	1.1	3
Cn1c(NC(=O)c2ccccc2)c(-c2cccs2)c(=O)c2ccccc21	-0.029	-1	0.67	84*	-7	4	25	0.2	0
COc1cccc(C(C#N)N2N=C(C)CC2(C)C)c1O (centres undefined)	0.049	-6	0.21	6	5	3	5	0.9	-5
COC(=O)C1C2C=CC3(CN(C(C)C)C(=O)C13)O2 (centres undefined)	0.38	x	x	36	-1	x	4	0.6	2
CCN(CC)c1ccc(C(=O)OCC(=O)N2CCN(c3ccccc3)CC2)cc1	1.8	8	0.51	6	-11	-11	-1	0.9	24
COc1ccc(CCCc2nnc(SCC(=O)Nc3cccc(C)c3)o2)cc1	-0.079	-6	0.74	64*	0	6	9	0.4	-2
COc1ccc(CCN/C=C2/CC(=O)NC2=O)cc1OC	0.42	7	-0.27	2	8	-9	-6	1	17
CN(C)CCNc1oc(-c2cccc(Cl)c2)nc1C#N	-0.12	4	0.09	9	13	-4	5	0.9	4
FC(F)(F)c1cc(Oc2ccccc2Cl)nc(-c2ccccn2)n1	0.24	11	1.2	35	5	-8	25	0.6	6
CCOc1ccc(/C(O)=C2/C(=O)C(=O)N(c3nc(C)c(C)s3)C2c2ccco2)cc1 (centres undefined)	1.4	1	0.38	81*	-4	-4	30	0.2	1
CCCCn1c2c(c(=N)c3c1CCC3)CCC2	0.0071	1	-1.3	-22	8	1	10	1.2	0
CCC(=O)N1CCc2cc(Br)cc(S(=O)(=O)NCC3CCCO3)c21 (centres undefined)	0.18	x	-0.45	-40	3	x	-4	1.4	1
CC1=CCC2C(=O)N(c3cc(C)on3)C(=O)C2C1 (centres undefined)	-1.6	-10	1.3	x	x	10	x	x	x
Cc1nc2ccc(S(=O)(=O)NCC(=O)NCc3ccc4c(c3)OCO4)cc2s1	-0.21	-27	0.32	38	4	27*	6	0.6	9
CC(=C/C(=O)O)/C=C/c1cccs1	-0.22	-2	1.2	-2	-3	-1	-10	1	5

An unsorted share of the library, and some 24% of all compounds hit somewhere here.
